p-CIP stab down – lowers stability of the mouse p/CIP coactivator protein; Q05BA5; F442A p/CIP-EGFP cells, EGFP fluorescence, 16 h; decrease of EGFP signal, % at 10 µM; 290,000 compounds, 0.01% hits; AID 1984;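 active means EGFP signal decrease of at least 30% at 10 µM or well 3 SD below plate mean, unless failing retest; inactive means the rest, including hits failing retest or dose response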; further: some compounds called inactive have numbers as strong as hits; many of its hits are not listed in these tables
IDE act – IDE (human) activation, cell-based; P14735; HEK cells, FAbeta-B cleavage, fluorescence polarization; 0% vehicle, 100% cell-free pure enzyme wells; activation, % at 5.96 µM; 340,000 compounds, 0.073% hits;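 active means activation above the mean of all tested compounds plus 3 SD, set per screening campaign, cut at about 17% in these data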
GalR3 antagonist – antagonists of human GalR3; inhibition, % at 3 µM; 360,000 compounds, 0.44% hits; HEK293 GalR3-CNG cAMP membrane potential fluorescence; galR3 body fused to GalR1 C-terminus;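 active means inhibition above the screen-wide average plus 3 SD, cut at about 13% in these data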;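 further: forskolin and galanin both at EC90 stimulate the cells; cAMP rise reported by CNG channel membrane potential dye signal; 0% = forskolin plus galanin with DMSO and 100% = forskolin alone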
Target sequence (O60755 1-299 limits assumed): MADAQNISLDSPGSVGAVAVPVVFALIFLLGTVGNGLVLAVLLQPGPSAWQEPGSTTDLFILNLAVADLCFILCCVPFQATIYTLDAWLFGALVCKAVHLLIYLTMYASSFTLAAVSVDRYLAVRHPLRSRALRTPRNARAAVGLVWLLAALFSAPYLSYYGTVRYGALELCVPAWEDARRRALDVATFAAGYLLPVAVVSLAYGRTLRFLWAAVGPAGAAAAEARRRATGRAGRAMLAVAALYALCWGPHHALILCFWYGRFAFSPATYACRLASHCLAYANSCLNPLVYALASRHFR
NS3 helicase inh – HCV NS3 helicase inhibition | AID 1800 | NS3 helicase DNA unwinding, Cy5 molecular beacon fluorescence | inhibition, % at 10.9 µM | 290,000 compounds, 0.56% hits;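 active means inhibition above the mean of all tested compounds plus 3 SD, set per campaign, cut at about 35% in these data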;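 further: 0% = DMSO wells and 100% = thioflavine S control wells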
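System: HCV NS3 helicase fragment; control set: DMSO and thioflavine S; technique: Cy5 fluorescence at 0 and 60 min, beacon hairpin quenching; reagent: beacon DNA duplex substrate plus ATP; replicates: singlicate; schedule: 1 h reaction at 25 °C, ATP-initiated; medium: MOPS buffer pH 6.5 with MgCl2, DTT, Tween20, BSA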
VIM-2 inh – inhibitors of Pseudomonas aeruginosa VIM-2 metallo-beta-lactamase | purified VIM-2, nitrocefin hydrolysis, epi-absorbance fluorescence | inhibition, % at 5.6 µM | 290,000 compounds, 0.89% hits | AID 1527;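 active means inhibition above the mean of all tested compounds plus 3 SD, cutoff set per screening run, cut at about 7.5% in these data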;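 further: red hydrolysis product quenches plate fluorescence so inhibitors raise well fluorescence; 0% = enzyme with DMSO and 100% = DMSO without enzyme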
IMP-1 inh – inhibitors of Pseudomonas aeruginosa IMP-1 metallo-beta-lactamase | purified IMP-1, nitrocefin hydrolysis, epi-absorbance fluorescence | inhibition, % at 5.6 µM | 290,000 compounds, 0.45% hits;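 active means inhibition above the mean plus 3 SD of all compounds in the same screening run, cut at about 4.5% in these data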;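 further: 0% = IMP-1 with DMSO and 100% = DMSO wells lacking enzyme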
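System: Purified recombinant IMP-1 metallo-beta-lactamase enzyme | Measured by: Fluorescence quenching readout, ex 480/em 530 nm | Replication: Singlicate | Incubation: 15 min preincubation plus 25 min reaction at 25 °C | Evaluation: Percent inhibition from optical density relative to buffer-blank wells | Benchmarks: DMSO with and without IMP-1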
CRFBP-R2 block – CRF-BP/CRF-R2 complex antagonism; HEK293 CRF-R2/CRF-BP, CRF-induced calcium fluorescence; inhibition, % at 11.8 µM; 350,000 compounds, 0.59% hits; AID 588475;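 active means inhibition of the ligand-induced calcium signal above about 50% at the single tested concentration, limit read from the data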
IDE inh – cellular human IDE inhibition | P14735 | HEK cells, FAbetaB cleavage, fluorescence polarization | inhibition, % at 5.59 µM | 320,000 compounds, 0.41% hits | AID 434962;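 active means percent inhibition above the average of all tested compounds plus 3 SD, set per screening campaign, cut at about 16% in these data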;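 further: IDE supplied by intact live HEK cells; FP after avidin binding of uncleaved biotin substrate so inhibition keeps polarization high; 0% = DMSO wells and 100% = 60 µM reference IDE inhibitor Ii1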
UBC9 SUMO inh – SUMOylation inhibition. P63279. HTRF SUMOylation assay, SAE1/SAE2 + UBC9, in vitro. inhibition, % at 35 µM. 290,000 compounds, 0.36% hits. AID 2006; in the data active means inhibition above about 50%, passing the limit was not always enough; further: strong numbers were not always called active
Target sequence (P63279 whole entry, looked up): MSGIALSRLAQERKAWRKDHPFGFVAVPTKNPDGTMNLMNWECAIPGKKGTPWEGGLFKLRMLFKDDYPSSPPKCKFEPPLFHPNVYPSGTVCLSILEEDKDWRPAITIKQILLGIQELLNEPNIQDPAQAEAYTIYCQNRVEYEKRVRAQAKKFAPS
Starred values were filed as active, the others as inactive; / = no result given.

smiles | IMP-1 inh | IDE inh | UBC9 SUMO inh | NS3 helicase inh | VIM-2 inh | IDE act | p-CIP stab down | CRFBP-R2 block | GalR3 antagonist
CN(Cc1nc2ccccc2n1C)S(=O)(=O)c1ccc(F)cc1 | -2.1 | -1 | -13 | 3 | -1.6 | 2 | 3 | 3 | -2
COc1ccc(-c2nnn(CC(=O)N(CC(=O)NC3CCCC3)c3ccccc3F)n2)cc1OC | -0.4 | 2 | 1 | -9 | 1.2 | -2 | 5 | -1 | -6
COc1ccc(Nc2nc(C)cc(=O)[nH]2)c(OC)c1 | -3.5 | 1 | 11 | 5 | 0.2 | -2 | 4 | -5 | -5
CN1C(=O)C2C3c4ccccc4C(c4ccccc43)[C@@H]2C1=O (stereo partly drawn) | -2.5 | 4 | 13 | -3 | -2.4 | -1 | 0 | 3 | -5
COc1cc(/C=N/NS(=O)(=O)c2ccc(C)c([N+](=O)[O-])c2)ccc1O | -2.1 | 3 | 12 | -4 | -1.2 | -2 | -9 | -4 | -7
COc1ccc(Cl)cc1N1C(=O)CC(Sc2ccccc2N)C1=O (stereo not drawn) | -3.0 | 1 | -6 | 3 | -2.3 | -2 | -12 | -13 | -2
CCC(/C=N/NC(=O)C(=O)N/N=C/C(CC)CC)CC | -2.7 | -4 | 0 | 3 | -5.0 | 0 | 0 | -3 | -3
CCCOc1ccccc1/C=C(\C#N)C(=O)Nc1cccnc1 | -0.9 | 0 | 3 | 0 | -0.5 | 1 | 25 | -31 | -5
CC(C)NC(=O)c1onc(CSc2cccc3ccccc23)c1C(=O)O | -2.3 | 3 | 3 | 25 | -1.7 | -2 | -2 | 7 | -7
Cc1nc2c(N=Nc3ccccc3F)c(N)nn2c(N)c1C#N | 0.4 | 5 | 12 | -6 | -0.4 | 2 | -3 | 7 | -8
COCCN(C(=O)COC(=O)/C(=C/c1ccccc1)NC(C)=O)c1c(N)n(Cc2ccccc2)c(=O)[nH]c1=O | -1.0 | / | 2 | 3 | -0.9 | 4 | 4 | 13 | 1
Cc1ccccc1C(=O)N1CCN(c2ccc(NC(=O)c3ccc4c(c3)OCO4)cc2)CC1 | -2.4 | -5 | 11 | -6 | -4.4 | -2 | -20 | -2 | -7
CN(C)C(=O)c1ccc(Nc2ncnc3sc4c(c23)CCCCC4)cc1 | -1.0 | -1 | -4 | 10 | -0.2 | 1 | 0 | -5 | -9
CC1=NCCN1CCNC(=O)Nc1ccc(F)cc1 | -1.6 | 6 | -6 | -6 | -0.2 | / | -8 | 1 | 5
COC(=O)c1ccc(C(=O)OC)c(NC(=S)N2CCN(c3ccc(F)cc3)CC2)c1 | -1.9 | -4 | 2 | -1 | -2.7 | 0 | 2 | 11 | 0
CN1C(=S)SC(N(O)C(=O)NC2CCCCC2)C1(C)C (stereo not drawn) | -1.8 | 7 | 0 | 1 | -0.8 | -2 | -8 | 6 | -3
O=C(Nc1cccnc1)c1ccc(NS(=O)(=O)c2cc([N+](=O)[O-])ccc2Cl)cc1 | -2.2 | -2 | 22 | 12 | -1.9 | 1 | -1 | -5 | -1
CC(C)(c1ccccc1)c1ccc(OCCCNCCO)cc1 | 5.4* | 3 | 10 | -20 | -1.8 | 5 | 0 | -13 | -8
COCCSc1ccccc1C(=O)Nc1ccccc1C(C)C | -1.8 | 12 | 11 | 7 | -1.2 | -7 | 23 | -4 | -5
Cc1c(C(=O)N2CCC(Cc3ccccc3)CC2)cccc1[N+](=O)[O-] | 0.2 | 5 | -5 | -9 | -1.9 | -3 | -14 | -64 | -9
COc1ccc(CCNC(=O)CSCc2ccc([N+](=O)[O-])cc2)cc1OC | -0.5 | 2 | 23 | -2 | -0.5 | 4 | -16 | 13 | -2
C=CCn1c(Cc2cccs2)nnc1SCC(=O)c1cccc(Br)c1 | -1.9 | -2 | 37 | -8 | -0.3 | 2 | -7 | -11 | 0
CN(C)CCNc1nc2c(c(=O)[nH]c(=O)n2C)n1CCCc1ccccc1 | -0.8 | 3 | 8 | -4 | 0.4 | 0 | -18 | 2 | -3
N#Cc1ccccc1OCC(=O)Nc1nnc(C2CC2)s1 | / | -3 | / | / | / | -1 | / | 2 | -1
NS(=O)(=O)c1ccc(CCNC(=O)CSc2ccccc2)cc1 | -2.2 | 4 | -7 | -2 | -2.4 | -2 | 12 | 11 | -3
CC(=O)Cc1cc2cc([N+](=O)[O-])ccc2oc1=O | 0.0 | 5 | -6 | -10 | -1.3 | / | 3 | 8 | -4
CC(C)CC(=O)N1CCN(C(=O)CCC2CCCC2)CC1 | -3.0 | -3 | 4 | 0 | -3.5 | 4 | -7 | -1 | -1
CCC(C)C(NC(=O)OC(C)(C)C)C(=O)NC(Cc1ccccc1)C(=O)OC (stereo not drawn) | -1.6 | 3 | 24 | 0 | -1.0 | 6 | 4 | 20 | -1
CC1(C)CCCN(C(=O)c2coc(=O)c(Br)c2)C1 | -1.2 | / | 15 | 4 | -0.7 | 5 | -6 | 17 | -1
CCn1c(Cc2cccs2)nnc1SCC(=O)Nc1ccc(OC)c(OC)c1 | -2.1 | 8 | 8 | 4 | -0.3 | 9 | -9 | 11 | -3

More entries:
smiles | IMP-1 inh | IDE inh | UBC9 SUMO inh | NS3 helicase inh | VIM-2 inh | IDE act | p-CIP stab down | CRFBP-R2 block | GalR3 antagonist
C=CCNc1cnn(-c2ccccc2)c(=O)c1Cl | -2.7 | 0 | 13 | 4 | -3.1 | 1 | 10 | 10 | 1
CC1CN(S(=O)(=O)c2cccc(C(=O)OCC(=O)Nc3ccc4c(c3)OCO4)c2)CC(C)O1 (stereo not drawn) | -2.7 | 4 | 13 | -10 | -1.9 | 7 | -12 | 40 | -2
COc1ccccc1NS(=O)(=O)c1cc(NC(=O)c2ccncc2)ccc1N1CCCC1 | -3.8 | 1 | -19 | -3 | -7.7 | 5 | -15 | 3 | -11
COc1ccc(CCNC(=O)c2nnn(CC(=O)Nc3ccccc3)c2N)cc1OC | -2.4 | 1 | -16 | 3 | -2.3 | 9 | 12 | -2 | -2
COc1ccccc1NC(=O)CN1CCN(CC(=O)Nc2cc(C)ccc2OC)CC1 | -0.7 | / | 1 | -4 | -0.2 | -5 | -6 | 11 | -9
COc1ccc(-c2cn3cccnc3n2)cc1F | -5.6 | 3 | 45 | 2 | 0.2 | 3 | 4 | 3 | -2
COc1ccc(C2(CN(C(C)=O)C(C)=O)CCCC2)cc1OC | -1.6 | 4 | -4 | 5 | -1.3 | 5 | -5 | 21 | -3
CCCCN1C2=C(C(=O)CCC2)C(c2ccc(Cl)c(Cl)c2)C2=C1c1ccccc1C2=O (stereo not drawn) | 2.7 | -4 | 1 | -1 | 0.7 | 0 | -10 | 22 | -5
COc1cc2c(cc1OC)CN(C(=O)Nc1ccccc1)CC2 | -3.9 | 2 | 16 | 1 | -4.0 | -2 | -16 | 6 | -4
CNC(=O)c1ccccc1NC(=O)C1CC(=O)N(C(C)C)C1 (stereo not drawn) | -2.6 | -1 | -1 | -1 | -0.8 | 2 | -6 | 8 | -10
Cc1c(N=Cc2cc(Br)cc(Br)c2O)cccc1C(=O)O | 1.0 | -3 | 13 | 20 | -0.8 | 1 | -16 | -3 | -5
COc1cc(NC(=O)COc2ccccc2Cl)ccc1NC(=O)C(C)C | -2.6 | 4 | 14 | -6 | -0.6 | 1 | -5 | -2 | 0
CC(C)N=C(Nc1cccnc1)c1ccccc1 | -1.1 | -2 | 4 | -2 | -0.9 | -2 | -10 | -2 | -4
CN1CCCN(S(=O)(=O)c2cccc(Cl)c2Cl)CC1 | -2.6 | 1 | 6 | -4 | -1.4 | 6 | 0 | -9 | 1
CCn1cc(CN2CCCC(C(=O)Nc3cccc(-c4cc5ccccc5[nH]4)c3)C2)c(C)n1 (stereo not drawn) | -3.4 | 4 | 5 | -26 | -2.4 | 3 | -10 | -3 | -3
C/C(CCc1oc2ccccc2c1-c1ccc(C)o1)=N/O | 1.6 | 1 | 1 | -4 | -1.9 | -1 | 2 | -6 | -5
COc1cc(C)c(Cl)cc1S(=O)(=O)N(C)C | -3.5 | 2 | 17 | -3 | -0.6 | 4 | 5 | -7 | 8
C=CCSc1nnc(NC(=O)c2cn(CC)c3nc(C)ccc3c2=O)s1 | -1.1 | -1 | 24 | 8 | -1.9 | -1 | -24 | 11 | -7
CC(C)(C)c1ccc(C(=O)N/C(=C\c2cccs2)C(=O)N2CCOCC2)cc1 | -0.2 | 2 | 0 | -6 | -2.4 | 0 | -3 | -24 | -9
CCC(CC)C(=O)NCc1ccc(OC)cc1 | 1.0 | -2 | -3 | -1 | 1.7 | 7 | 12 | 24 | 1
C=CCC1(NCc2ccco2)CCN(CC)CC1 | -1.7 | 0 | 26 | -2 | -3.4 | 2 | -5 | -2 | -4
COc1cc(-c2cc(C(=O)Nc3ccc(S(=O)(=O)NCc4ccco4)cc3)c3ccccc3n2)cc(OC)c1OC | -0.8 | 2 | 24 | -1 | 0.1 | 4 | -11 | 2 | 6
COCCCn1c(SCC(=O)OC2CCCCC2)nnc1-c1ccco1 | -1.1 | 0 | -8 | -2 | -1.4 | 7 | -13 | 9 | /
COCCN(C(=O)CSc1nnc(-c2cccc(F)c2)n1N)c1c(N)n(Cc2ccccc2)c(=O)[nH]c1=O | / | 2 | / | / | / | 1 | / | 10 | -4
COc1cc(NS(=O)(=O)c2ccc(NC(=S)NC(=O)C3CCCC3)cc2)nc(OC)n1 | -2.9 | 1 | -3 | 13 | -1.6 | 1 | 2 | 6 | -5
OCCNCCCCSc1ccc(Cl)cc1 | -4.3 | 3 | -13 | -9 | 0.3 | 2 | -5 | -14 | -6
CCC(=O)Nc1ccc(C(=O)n2ccc(C)n2)cc1 | -1.5 | 4 | -5 | 16 | -2.5 | 3 | -14 | 18 | -8
Cn1cccc1/C=N/NC(=O)c1ccco1 | -3.0 | -2 | 5 | -7 | -3.5 | 2 | -5 | 15 | -6
O=C(Nc1ccc(Br)cc1)C1C2C=CC3(O2)C1C(=O)N(CCN1CCOCC1)C3C(=O)NC1CCCCC1 (stereo not drawn) | -2.2 | 1 | -7 | -5 | -1.1 | 6 | 1 | 1 | -7
COC(=O)c1[nH]c(C)c(/C(O)=C2\C(=O)C(=O)N(CCN(C)C)C2c2cc(OC)ccc2OC)c1C (stereo not drawn) | -1.0 | 10 | 15 | -5 | 1.7 | 2 | 0 | 0 | -3
CC1CC(C)(C)NC(=S)N1CCC(=O)NCc1ccc(F)cc1 (stereo not drawn) | -3.6 | -1 | 5 | 4 | -1.7 | 8 | -2 | 4 | -3
